High-throughput results deposited in PubChem BioAssay by National Center for Advancing Translational Sciences (NCATS).
WRN inhibitor = qHTS for Inhibitors of WRN Helicase | Bifunctional 3'-5' exonuclease/ATP-dependent helicase WRN (Homo sapiens), Q14191 | WRN helicase unwinding, fluorescent forked duplex, kinetic | Potency, µM (titrated, usually from 114 µM), without a hit: top-dose activity change, negative = inhibition, actives largely listed as inhibitors | hit rate 0.46% among 360,000 | AID 651768, 2012; also: potency is read from the fitted curve at half-maximal effect; % is scaled to controls: 0 for no effect and ±100 for the full control effect; nearly all actives have a fitted effect of over 55% in size
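Kinetic red-fluorescence monitoring (525/598 nm) tracks WRN helicase activity after 100 nM fluorophore-quencher forked duplex and 2 mM ATP are added to 20 nM enzyme pretreated 15 min at room temperature with compound.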
PLK1 PBD inh = qHTS for Inhibitors of PLK1-PDB (polo-like kinase 1 - polo-box domain): Primary Screen. AID 720504, 2013. Potency, µM, without a hit: max response, negative = inhibition, usual class: inhibitors. Plk1 PBD binding of FITC phosphopeptide, fluorescence polarization. Serine/threonine-protein kinase PLK1 (Homo sapiens), P53350. hit rate 2.8% among 360,000; also: potency is read from the fitted curve at half-maximal effect; series mostly up to about 57 µM; % is scaled to controls: 0 for no effect and ±100 for the full control effect; nearly all actives have a fitted effect of over 65% in size
PI5P4Ka inh = qHTS for Inhibitors of phosphatidylinositol 5-phosphate 4-kinase (PI5P4K) | Phosphatidylinositol 5-phosphate 4-kinase type-2 alpha (Homo sapiens), P48426 | PI5P4Kalpha enzyme, ADP-Glo luminescence, 60 min; stronger effect = lower value | max response, % | hit rate 1.2% among 330,000; active = max response of -50% or lower; inconclusive = between -30% and -50%; inactive = -30% or higher; also: value at the top dose of about 77 µM; % is scaled to controls: 0 for no effect and ±100 for the full control effect
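Quantitative HTS of the MLSMR library against PI5P4Kalpha with substrate. ATP added last at 5 microM final; room temperature, 60 minutes. Remaining ATP depleted, ADP converted and read as luminescence.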
EPAC2 ag = qHTS for Agonist of cAMP-regulated guanine nucleotide exchange factor 4 (EPAC2): primary screen; Rap guanine nucleotide exchange factor 4 (Homo sapiens), Q8WZA2; EPAC2 activation, biochemical qHTS; response scale: 100% = 6.5 mM cAMP response; Potency, µM (series often up to 154 µM), inactives show at the highest dose activation, hits mostly activators; hit rate 0.079% among 360,000; AID 720711, 2013; also: potency is read from the fitted curve at half-maximal effect; nearly all actives have a fitted effect of over 50% in size
Target sequence (Q8WZA2 whole entry, looked up): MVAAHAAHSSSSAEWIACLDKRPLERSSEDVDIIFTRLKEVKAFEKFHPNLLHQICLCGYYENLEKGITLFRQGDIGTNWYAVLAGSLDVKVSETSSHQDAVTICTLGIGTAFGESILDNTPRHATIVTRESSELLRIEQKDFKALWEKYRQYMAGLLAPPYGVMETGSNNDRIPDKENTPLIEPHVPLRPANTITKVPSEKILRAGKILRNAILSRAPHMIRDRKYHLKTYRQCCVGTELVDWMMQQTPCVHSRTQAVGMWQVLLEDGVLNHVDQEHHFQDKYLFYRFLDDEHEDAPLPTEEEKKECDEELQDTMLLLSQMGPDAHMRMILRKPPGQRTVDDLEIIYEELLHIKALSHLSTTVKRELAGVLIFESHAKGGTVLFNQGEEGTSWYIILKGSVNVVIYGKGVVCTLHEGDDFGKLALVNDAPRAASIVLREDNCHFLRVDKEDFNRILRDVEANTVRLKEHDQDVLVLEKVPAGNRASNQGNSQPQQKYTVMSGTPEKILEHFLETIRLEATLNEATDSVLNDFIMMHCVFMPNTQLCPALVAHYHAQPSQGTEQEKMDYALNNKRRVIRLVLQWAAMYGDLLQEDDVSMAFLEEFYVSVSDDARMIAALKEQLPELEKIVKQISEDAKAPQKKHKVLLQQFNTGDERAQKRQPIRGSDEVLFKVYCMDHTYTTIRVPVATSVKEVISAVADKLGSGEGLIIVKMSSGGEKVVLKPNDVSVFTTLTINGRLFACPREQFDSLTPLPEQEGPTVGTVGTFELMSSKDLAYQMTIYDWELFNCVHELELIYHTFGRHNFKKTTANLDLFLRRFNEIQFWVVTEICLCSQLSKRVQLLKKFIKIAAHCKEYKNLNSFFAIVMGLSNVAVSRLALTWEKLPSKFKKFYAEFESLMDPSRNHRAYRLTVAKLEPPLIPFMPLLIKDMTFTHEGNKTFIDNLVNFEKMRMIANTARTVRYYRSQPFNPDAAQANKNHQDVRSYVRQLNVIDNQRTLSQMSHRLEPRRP
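Exchange assay: 100 nM EPAC2 with 250 nM Rap1B-BODIPY-GDP and 50 uM GDP. Fluorescence (ex 480/em 540 nm) read every 5 min for 30 min at room temperature. Data normalized to 6.5 mM cAMP as agonist control.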
EPAC1 ag = qHTS for Agonist of cAMP-regulated guanine nucleotide exchange factor 3 (EPAC1): primary screen; Rap guanine nucleotide exchange factor 3 (Homo sapiens), O95398; EPAC1 agonist qHTS, biochemical assay; response scale: 100% = response to 6.5 mM cAMP; Potency, µM (titrated, usually from 154 µM), inactives show at the top dose activation, hits mostly activators; hit rate 0.073% among 360,000; also: potency is read from the fitted curve at half-maximal effect; nearly all actives have a fitted effect of over 60% in size
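EPAC1 100 nM, Rap1B–BODIPY-GDP 250 nM, unlabeled GDP 50 uM; compound titration; 5 min RT; kinetic read ex480/em540 at 5-min intervals ×30 min; data normalized to 6.5 mM cAMP agonist control.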
EPAC1 antagonist = qHTS for Antagonist of cAMP-regulated guanine nucleotide exchange factor 3 (EPAC1): primary screen; Rap guanine nucleotide exchange factor 3 (Homo sapiens), O95398; Potency, µM (doses to about 115 µM), without a hit: at the highest dose activity change, negative = inhibition, hits mostly inhibitors; AID 720709, 2013; EPAC1 GEF assay, Rap1b-BODIPY-GDP exchange fluorescence; hit rate 0.14% among 360,000;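 also: potency is read from the fitted curve at half-maximal effect; plate controls were vehicle for no effect and positive control for full effect; nearly all actives have a fitted effect of over 50% in size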
IL-2 act = qHTS of IL-2 Activators; activation, % (series mostly up to about 46 µM); IL-2 activation reporter assay, cell-based qHTS; stimulated with anti-CD3/CD4/CD28 beads; in transgenic mouse T cells; AID 652025, 2013; hit rate 0.065% among 360,000; in the data active = activation above about 50%; inconclusive = mostly about 30% to 49%; also: 0% is about no effect
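Unstimulated transgenic mouse T cells, 750 per well, received compound and, after 60 minutes, anti-CD3/anti-CD4 bead plus anti-CD28 stimulation. EGFP and DsRed were quantified after 18 hours.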
CCT chaperon mod = High-Throughput Screening for Modulators of Cytosolic Chaperonin Activity. purified chaperonin ATPase assay, HTRF ADP detection, 30 min. activity change, % (test concentration not listed), hits read low. hit rate 0.3% among 360,000; in the data active = activity change below about -30%; also: % is scaled to controls: 0 for no effect and ±100 for the full control effect
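Nucleotide hydrolysis assay: TRiC at 20–40 nM final (set by batch activity) with 10 uM ATP, 30 min at 37 °C, in presence of 76 uM compound. Detection by competitive ADP HTRF, 30 min ambient.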
Starred values were filed as active, the others as inactive; ? = inconclusive; nt = no result given; [ ] = another dose, or the depositor's remark. Unless noted, calls follow the shape of the dose curve; as a rule, active = well fitted curve in the direction sought with a large enough effect; inconclusive = small, poorly fitted or top-dose-only effect, or another doubt; inactive = no such curve, though single readings can be large; an effect the other way counts as inactive or inconclusive. Some of the compounds tested; rates above refer to the full screens.

Values run as follows: WRN inhibitor, PLK1 PBD inh, PI5P4Ka inh, EPAC2 ag, EPAC1 ag, EPAC1 antagonist, IL-2 act, CCT chaperon mod
> O=C(Nc1ccc(C(F)(F)F)cc1)OC1CN2CCC1CC2 (stereo not drawn)
 : 6%, 0%, 18, -3%, -1%, 7%, -3.9, 1.8
> COC(=O)C1=C(c2cccc(C#N)c2)C[C@@H]2CC[C@H]1N2C(=O)NCC1CC1
 : -16%, -5%, 3, 4%, 1%, -5%, -0.4, 2.3
> C#C[C@]1(O)CC[C@H]2[C@@H]3[C@H](O)C[C@H]4C[C@@H](O)CC[C@]4(C)[C@H]3CC[C@@]21C
 : 11%, -5%, -4, -11%, -3%, -4%, -0.4, 3.5
> CN1CCC(O)(c2cccs2)C(C(=O)c2cccs2)C1 (stereo not drawn)
 : ?, 27µM*, -4, 14%, 6%, 6%, -1.1, -0.3
> C/C=C(\C)C(=O)N[C@@H](c1ccccc1)[C@@H](O)C(=O)O[C@H]1C[C@@]2(O)[C@@H](OC(=O)c3ccccc3)C3[C@](C)(C(=O)[C@H](OC(C)=O)C(=C1C)C2(C)C)[C@@H](O)C[C@H]1OC[C@@]31OC(C)=O (stereo partly drawn)
 : 2%, -7%, -3, 3%, -14%, -18%, -0.4, -0.6
> c1ccc([C@@H]2CO2)cc1
 : 1%, -4%, -3, 7%, 9%, 8%, 1.0, 1.8
> O=C(c1ccc(Cl)cc1)C12CN3CN(CN(C3)C1)C2
 : 4%, -6%, 2, 1%, -5%, 9%, -0.1, -0.2
> CN(C)c1ccc(CN2CC=C(c3ccc(F)cc3)CC2)cc1
 : 4%, 0%, nt, 8%, -1%, 10%, -2.0, -0.3
> N=c1c2c(n(Cc3ccc(Cl)cc3Cl)c3c1CCC3)CCCC2
 : 12%, -19%, 4, 4%, -1%, 6%, 0.4, -5.7
> COC(=O)[C@@H]1[C@@H](C(=O)OC)C2(c3ccccc3-c3ccccc32)N(c2ccc(Cl)cc2)N1C#N
 : -7%[57.1 µM], -18%, 0, 7%, -2%, -12%, -2.2, -0.4
> C=C[C@@]12CN(C)[C@H]3[C@H]1[C@@]1(C(=O)Nc4ccccc41)C1CC2[C@@H]3CO1
 : 1%, -14%, -1, 6%, 2%, 15%, 0.8, -3.9
> C=CCN1C(=O)NC(=O)/C(=C/c2ccc(N(C)C)c(Br)c2)C1=O
 : -7%, 6.7µM*, -59*, -9%, 1%, -1%, 3.6, 1.6
> O=[N+]([O-])c1ccc(O)c([N+](=O)[O-])c1
 : -2%, -5%, -29, -1%, 6%, 4%, 0.3, -0.4
> COP(=O)(/C=C(\Cl)c1ccccc1)/C=C(\Cl)c1ccccc1
 : -3%, -6%, 4, 5%, 2%, -1%, 0.6, -1.8
> Cc1ccc(C2=NCC(=O)Nc3ccc(Br)cc32)cc1
 : -7%, 2%, 9, 8%, -6%, -21%, -1.2, 2.1
> Cc1cccc(C2=NCC(=O)N(CC(=O)NCc3ccco3)c3sc4c(c32)CCCC4)c1
 : -8%, -11%, nt, 15%, 16%, -8%, -1.3, 0.7
> COc1ccc(OCC(=O)N2CCN(Cc3c[nH]c4ccccc34)CC2)cc1
 : -28%, -6%, -6, -3%, -10%, 21%, -3.5, -1.4
> CC(=O)N1CCN(CC(=O)Nc2ccc(C#N)c(Cl)c2)CC1
 : 2%, 3%, -1, 0%, -1%, -6%, -2.3, 0.5
> C=CCn1c(O)c(C(CC)=NCCCO)c(=O)[nH]c1=O
 : 0%, -1%, 4, 6%, -4%, 12%, -0.2, -5.2
> Clc1cccc(N2CCNCC2)n1
 : 7%[57.1 µM], -5%, 0, 7%, 1%, -14%, -0.6, -1.2
> Cc1cc(N2CCN(C)CC2)nc2ccccc12
 : 3%, -3%, 0, 4%, 10%, 7%, 1.4, -1.8
> CC(=O)Nc1ccccc1C(=O)OCC(=O)c1cccc2ccccc12
 : -8%, -6%, nt, 13%, 17%, -23%, -1.0, -3.4
> CN1CCN(C(=O)Cc2ccccc2)CC1
 : -1%, -20%, -8, 0%, 1%, ?, 2.2, -0.8
> Cc1ccc(C2C(S(C)(=O)=O)=C(O)C(=O)N2c2ccccc2)cc1 (stereo not drawn) (tested in a mixture with another compound)
 : -26%, -8%, -9, -1%, 5%, -5%, 0.2, -2.0
> CC1CCN(CC(=O)c2cccc(C(F)(F)F)c2)CC1
 : 0%[57.1 µM], -29%, -1, 2%, -12%, -12%, -0.1, -0.4
> Fc1ccc(C(OCCN2CCCC2)c2ccc(Br)cc2)cc1 (stereo not drawn)
 : 4%, -4%, -6, -3%, -8%, 2%, -2.7, 1.8
> CCOP(=O)(C#CC(C)(C)C)C(O)(c1ccccc1)C(F)(F)F (stereo not drawn)
 : -7%, -5%, 15, -4%, -16%, -9%, 0.8, 0.3
> CC(=O)C1(c2ccccc2)CCNCC1
 : 5%, 1%, nt, -5%, -3%, 7%, 0.7, -0.8
> C=CCN1C(=O)C2(C(C(=O)OCC)=C(N)Oc3ccccc32)c2c1c1ccccc1oc2=O (stereo not drawn)
 : -9%, -5%, nt, 14%, 17%, -1%, -1.4, -1.3
> CCOc1cccc(C2NCc3ccccc3-n3cccc32)c1O (stereo not drawn)
 : -21%, 0%, -9, 9%, 5%, -21%, -2.1, -2.7
> CC12CCC(=O)C=C1CCC1C2CCC2(C)C(O)(C(=O)CO)CCC12O (stereo not drawn)
 : -20%, -3%, -4, 4%, 14%, -8%, -0.5, -1.4
> O=C(Nc1ccc(F)cc1F)c1cccn(Cc2ccccc2)c1=O
 : -2%, 5%, 14, -5%, -2%, 1%, -0.3, 1.3
> CCCCn1c(O)c(C(C)=NCCCn2ccnc2)c(=O)[nH]c1=O
 : 9%, -6%, 1, 0%, -5%, -6%, 0.2, -0.3
> c1ccc2oc(N3CCNCC3)nc2c1
 : 6%[57.1 µM], -8%, -4, -6%, -3%, 2%, -2.1, 0.7
> O=C(NC1CC1)C1CSC(c2cccnc2)=N1 (stereo not drawn)
 : 11%, -10%, nt, -2%, 1%, 12%, -0.2, -1.5
> CN(C)C1(c2nnnn2CCOC(=O)Nc2ccc(Cl)cc2)CCCCC1
 : -4%, 0%, 11, 3%, 9%, 4%, 2.4, 0.1
> CN1CCN(/N=C/c2c(O)n(Cc3ccc(F)cc3)c(=O)[nH]c2=O)CC1
 : -12%, -3%, 1, 6%, 14%, -1%, 0.2, -1.3
> CCCc1nnc(NC(=O)CCC(=O)N2CCN(CCOC(c3ccccc3)c3ccccc3)CC2)s1
 : -23%[57.1 µM], -3%, 7, 5%, -2%, 2%, 0.3, -3.1
> Cc1cc(C(=O)C[N+]23CCN(CC2)CC3)c(C)n1-c1ccc(Br)cc1
 : 3%, -3%, -6, 1%, 3%, 9%, -0.9, 0.8
> CC(=O)N1CCN(CCN=Cc2c(O)n(-c3ccc(C)cc3)c(=S)[nH]c2=O)CC1
 : 7%, -11%, 0, 6%, 10%, -23%, 0.7, -4.9
> CC(=O)c1cc(C(C)=O)c(C)[n+](C)c1C
 : 16%, 9%, -4, -10%, -2%, 9%, 2.7, 0.1
> C[C@]12CCC3C(CC[C@H]4C[C@H](O)CC[C@]34C)C1CCC2=O (stereo partly drawn)
 : -1%, 2%, 0, 3%, 6%, 0%, 0.3, -0.7
> CC1N(O)C2CCCCCC2N1O (stereo not drawn)
 : 1%, -4%, 1, 9%, 2%, 0%, -0.1, -5.1
> COC(=O)CN(CCCl)P1(=O)OCCCN1CCCl (stereo not drawn)
 : 2%, -18%, -2, 16%, 7%, 12%, -0.1, -0.5
> O=C(c1ccccc1F)c1cn(CC(=O)N2CCCCC2)c2ccccc12
 : 3%, -9%, nt, 6%, 0%, 17%, 1.5, 1.3
> C=CC[N+]1(C)CC[C@]23c4c5ccc(O)c4O[C@H]2C(=O)CC[C@@]3(O)[C@H]1C5 (stereo partly drawn)
 : 6%, -24%, 0, 14%, 7%, 0%, -0.2, -1.5
> COC(=O)c1c2[n+](cc3cc(OC)c(OC)cc13)CCc1cc(OC)c(OC)cc1-2
 : 39%[activator], -9%, 2, 3%, 4%, ?, 0.9, -1.0
> Brc1cccc(CNCCc2ccc3c(c2)OCO3)c1
 : 0%, 3%, 6, 1%, 0%, -10%, 0.2, -1.6
> CCOCCCN=Cc1c(O)n(Cc2ccccc2)c(=O)[nH]c1=O
 : -1%, -3%, 2, 7%, 3%, 2%, -2.3, -2.2
> NC(=O)c1ncn([C@@H]2O[C@H](CO)[C@@H](O)[C@H]2O)n1
 : 6%, -12%, 2, 4%, nt, 14%, 1.4, -1.3
> COc1ccc(-n2c(O)c(/C(C)=N/Nc3ccccc3)c(=O)[nH]c2=O)cc1
 : 5%, -3%, 1, 3%, -4%, -4%, -2.6, -1.1
> COc1ccc(CCNCc2ccc(Br)cc2)cc1OC
 : 7%, 4%, 0, 8%, -2%, 17%, -1.4, -1.0
> CN1CCC(OC(=O)Cc2ccccc2)CC1
 : 1%, -10%, 1, 12%, 10%, -25%, 0.0, 0.7
> CC12CN3CN(C1)CC(c1ccccc1)(C3)C2=O
 : 2%, -3%, -4, -1%, -4%, 6%, -0.1, -0.5
> CCOC(=O)c1cccc(NC2c3ccccc3C(=O)N2Cc2ccco2)c1 (stereo not drawn)
 : 3%, -17%, -4, ?, ?, -7%, -4.5, -3.4
> CC(C)(C)c1cc([N+](=O)[O-])cc(C(C)(C)C)c1O
 : 2%, 27µM*, 1, -11%, -7%, -10%, -4.6, -3.8
> O=S(=O)(c1cc(Cl)cc(Cl)c1)N1Cc2cc(-c3ccccc3)ccc2-n2nncc2C1
 : 4%, -20%, 3, 11%, 6%, 3%, -0.4, 0.9
> Clc1cc(Cl)c(-c2cc(Cl)c(Cl)cc2Cl)cc1Cl
 : -5%, 0%, 14, 9%, 1%, -23%, 0.3, 0.3
> CCOC(=O)C12C(=O)OCC1C2c1ccccc1 (stereo not drawn)
 : 1%, 0%, -2, 1%, -21%, 3%, -0.2, 0.0
